Screens from PubChem BioAssay.
USP1-UAF1 inh = inhibitors of human USP1/UAF1 deubiquitinase. AID 743255. Potency, µM (top dose mostly 57.1 µM), inactives show at the highest dose activity change, negative = inhibition, usual class: inhibitors. O94782. recombinant USP1/UAF1, Ub-Rhodamine cleavage fluorescence. 390,000 compounds, 0.23% hits; note: % is set by controls: 0 for no effect and ±100 for the full control effect; nearly all actives have a fitted effect of over 60% in size; inactives centre near -12
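USP1/UAF1 complex at 1 nM was preincubated with compound for 15 min at room temperature, then Ub-Rho substrate (150nM final) was added. Fluorescence (480/540 nm) was read kinetically, 6 reads every 60 seconds.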
mIDH1 inhibitor = blocks human mutant IDH1 R132H enzyme; AID 602179; Potency, µM (top dose mostly 76.6 µM), for the others: at the highest dose activity change, negative = inhibition, actives largely listed as inhibitors; IDH1-R132H enzyme, NADPH consumption, diaphorase/resazurin fluorescence; 390,000 compounds, 0.093% hits; note: % is set by controls: 0 for no effect and ±100 for the full control effect; nearly all actives have a fitted effect of over 65% in size
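IDH1-R132H (0.5 ug/mL) preincubated 30 min with compound, then NADPH (0.016 mM) and alpha-KG (2 mM) added; 80 min at RT, pH 7.5. Remaining NADPH coupled via diaphorase/resazurin to fluorescence (540/590 nm); concentration-response curves normalized to no-enzyme control.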
RXFP1 ag = RXFP1 (human) receptor agonism | Q9HBX9 | AID 2676 | HEK293T-RXFP1 cAMP TR-FRET, 30 min; response scale: percent of porcine relaxin response, buffer zero | 370,000 compounds, 0.3% hits | Potency, µM (titrated, usually from 57.5 µM), without a hit: top-dose activation, hits mostly activators; note: % is set by controls: 0 for no effect and ±100 for the full control effect; nearly all actives have a fitted effect of over 60% in size; many of its hits are not listed in these tables
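cAMP rise read by TR-FRET after 30 min, 37C compound exposure (up to 58 uM) in RXFP1-transfected HEK293 cells with Ro 20174 present. EC50 from Hill-equation fits, with 29 nM porcine relaxin as 100% and buffer as basal.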
12-LOX inh = ALOX12 (human) lipoxygenase inhibition | P18054 | purified 12hLO, xylenol orange hydroperoxide absorbance | Potency, µM (doses to about 108 µM), for the others: at the top dose activity change, negative = inhibition, hits mostly inhibitors | 580,000 compounds, 1.1% hits; note: % is set by controls: 0 for no effect and ±100 for the full control effect
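Purified human 12hLO at 150 nM in 25 mM Hepes, 0.01% Triton X-100, pH 7.0, preincubated 15 min at room temperature with compound. Reaction started with 40 uM arachidonic acid, 30 min at room temperature. Hydroperoxide measured by Fe-xylenol orange, 573/405 nm absorbance ratio.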
TrxR1 substrate = substrates of rat thioredoxin reductase 1 | AID 588456 | Potency, µM (highest dose often 114 µM), for the others: at the highest dose activity change, negative = substrate turnover | O89049 | purified TrxR1 substrate turnover, NADPH consumption readout | 390,000 compounds, 0.01% hits; note: % is set by controls: 0 for no effect and ±100 for the full control effect; nearly all actives have a fitted effect of over 50% in size
Target sequence (O89049 whole entry, looked up): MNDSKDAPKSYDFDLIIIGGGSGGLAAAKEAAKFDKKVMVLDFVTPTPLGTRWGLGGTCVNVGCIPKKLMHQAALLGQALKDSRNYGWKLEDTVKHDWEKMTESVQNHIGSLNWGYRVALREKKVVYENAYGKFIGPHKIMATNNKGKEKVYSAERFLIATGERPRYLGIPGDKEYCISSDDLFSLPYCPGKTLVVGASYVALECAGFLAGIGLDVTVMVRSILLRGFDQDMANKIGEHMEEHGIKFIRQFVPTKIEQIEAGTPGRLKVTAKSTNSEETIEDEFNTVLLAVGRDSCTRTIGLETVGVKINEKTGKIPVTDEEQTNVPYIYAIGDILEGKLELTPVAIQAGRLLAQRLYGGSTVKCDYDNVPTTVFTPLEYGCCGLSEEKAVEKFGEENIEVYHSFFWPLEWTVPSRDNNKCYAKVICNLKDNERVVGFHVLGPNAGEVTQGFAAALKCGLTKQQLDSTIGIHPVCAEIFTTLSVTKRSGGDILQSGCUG
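Rat TrxR1, dispensed at 90 nM, was prereduced with 400 uM NADPH (final) for 5 min at ~22 deg C, then incubated with compound 15 min before 400 uM selenite. A first-read NADPH fluorescence drop versus no-compound background flagged substrates.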
RGS4 inhibitor = blocks human RGS4-accelerated GTP hydrolysis | P49798 | Transcreener GDP fluorescence polarization, RGS4-accelerated GTP hydrolysis | Potency, µM (highest dose often 114 µM), inactives show at the top dose activity change, negative = inhibition, usual class: inhibitors | 390,000 compounds, 0.039% hits | AID 504845; note: % is set by controls: 0 for no effect and ±100 for the full control effect; nearly all actives have a fitted effect of over 75% in size; some results filed as inactive show a strong effect at the top dose
Target sequence (P49798 whole entry, looked up): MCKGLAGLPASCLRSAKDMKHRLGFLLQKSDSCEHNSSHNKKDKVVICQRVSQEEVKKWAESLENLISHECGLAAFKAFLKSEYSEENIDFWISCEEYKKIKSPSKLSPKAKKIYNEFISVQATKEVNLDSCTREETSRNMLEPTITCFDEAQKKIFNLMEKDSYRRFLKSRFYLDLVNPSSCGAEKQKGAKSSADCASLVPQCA
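MLSMR compounds (23 nl, pin-transferred) preincubated 10 min at room temperature with a 500nM (2x) first reagent, then RGS4 at 900nM (2x) plus Transcreener GDP mix added; fluorescence polarization (620/688 nm) read before and after 90 min at 30 °C.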
Vif-APOBEC3G blk = Vif-A3G binding inhibition | AID 602310 | Potency, µM (top dose mostly 46.1 µM), without a hit: top-dose activity, negative = active, actives largely listed as inhibitors | HeLa A3G-eYFP + Vif (tagged APOBEC3G with the HIV-1 protein that degrades it), YFP fluorescence, overnight | 410,000 compounds, 0.076% hits | Q9HC16;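 note: % is set by controls: 0 for no effect and ±100 for the full control effect; nearly all actives have a fitted effect of over 60% in size; hits raise eYFP signal because A3G escapes Vif-driven loss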
Target sequence (Q9HC16 whole entry, looked up): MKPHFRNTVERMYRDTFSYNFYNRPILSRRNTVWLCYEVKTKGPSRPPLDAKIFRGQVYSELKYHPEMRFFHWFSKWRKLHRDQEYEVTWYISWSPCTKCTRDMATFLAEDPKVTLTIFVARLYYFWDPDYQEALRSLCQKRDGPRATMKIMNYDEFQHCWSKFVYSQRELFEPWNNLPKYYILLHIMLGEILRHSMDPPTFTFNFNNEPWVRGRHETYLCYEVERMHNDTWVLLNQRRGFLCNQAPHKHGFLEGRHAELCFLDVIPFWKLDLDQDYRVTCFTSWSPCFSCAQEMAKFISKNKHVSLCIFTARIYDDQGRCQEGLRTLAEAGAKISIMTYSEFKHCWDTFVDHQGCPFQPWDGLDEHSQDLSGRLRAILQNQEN
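HeLa cells stably expressing Vif and C-terminally eYFP-tagged A3G, seeded overnight at 37 deg C, then exposed to compound by pintool overnight at 37 deg C. Rise in yellow fluorescence (Ex 488/Em 500-530, Acumen) marks blocked Vif-driven A3G degradation.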
Vif-A3F inh = blocks the Vif interaction with APOBEC3F; 390,000 compounds, 0.2% hits; AID 602313; Potency, µM (titrated, usually from 46.1 µM), for the others: at the top dose activity, negative = active; HeLa A3F-eYFP + Vif (tagged APOBEC3F with the HIV-1 protein that degrades it), YFP fluorescence increase; note: % of control where 0% means no effect; nearly all actives have a fitted effect of over 65% in size
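Fluorescence increase (Ex 488/Em 500-530) after overnight compound treatment at 37 deg C flags inhibition of Vif-driven A3F-eYFP loss in stable HeLa A3F-eYFP/Vif cells seeded overnight beforehand.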
rTrxR1 inhibitor = blocks rat thioredoxin reductase 1 | recombinant rTrxR1, NADPH fluorescence consumption, selenite substrate | O89049 | 390,000 compounds, 1% hits | AID 588453 | Potency, µM (top dose mostly 114 µM), for the others: at the highest dose activity change, negative = inhibition, actives largely listed as inhibitors; note: % is set by controls: 0 for no effect and ±100 for the full control effect; nearly all actives have a fitted effect of over 65% in size
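Rat TrxR1 (90 nM in the dispensed reagent) was pre-reduced with 400 uM NADPH for 5 min at room temperature, then incubated with compound for 15 min. After 400 uM selenite was added, NADPH fluorescence (Ex 340/Em 450 nm) was followed for 8 min.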
* hit, by the source's call; ? = inconclusive; nt = not tested or not shown; & = joins results of further samples; [ ] = remark or other dose. Calls come from the whole dose curve; as a rule, active = well fitted curve in the direction sought with a large enough effect; inconclusive = small, poorly fitted or top-dose-only effect, or another doubt; inactive = no such curve, though single readings can be large; an effect the other way counts as inactive or inconclusive. Potency is the fitted concentration of half-maximal effect. These rows are one share of the data; the hit share may differ from the screen's.

Sequence of screens: USP1-UAF1 inh, mIDH1 inhibitor, RXFP1 ag, 12-LOX inh, TrxR1 substrate, RGS4 inhibitor, Vif-APOBEC3G blk, Vif-A3F inh, rTrxR1 inhibitor
COCCCC1CCN(C(=O)CCc2nnc(CCCCc3ccccc3)o2)CC1
  -1.8%, 2.1%, 1.7%, 1.9%, 5.0%[57.1 µM], 28.3%, 1.5%, -4.2%, 8.9%[57.1 µM]
COc1ccccc1CNC(=O)c1ccc2c(c1)nc(C)n2-c1ccccc1OC
  -7.1%, 18.7%, 0.2%, -20.3%, -5.8%[57.1 µM], -7.2%, -1.6%, -2.2%, -5.8%[57.1 µM]
NNC(=O)c1ccc(S(=O)(=O)N2CCc3ccccc32)cc1
  -1.8%, -3.1%, -2.7%, 16.5%, -3.0%[57.1 µM], 1.6%, -0.2%, -16.4%, -6.1%[57.1 µM]
CCCCN(CCCC)c1nc2ccccc2nc1NS(=O)(=O)c1ccc(NC(C)=O)cc1
  -14.4%, 4.5%, 3.4%, -1.4%, 131.2%[activator], -22.8%, 0.7%, -1.3%, 68.3%[activator]
CCOc1ccccc1NC(=O)C1C2CCC3C(CCC21)C3(Cl)Cl (stereo not given)
  1.7%, 0.9%, 0.1%, -13.5%, -2.0%, 3.9%, -0.1%, 4.0%, 8.6%
CC(CCc1ccccc1)NC(=O)C(=O)NCc1ccccc1 (stereo not given)
  3.1%, 7.4%, 0.6%, 6.8%, -5.1%, 17.7%, 0.5%, -9.2%, 13.0%
NC(=O)c1ccsc1NC(=O)c1ccco1
  -1.5%, 4.8%, 2.9%, 0.1%[57.4 µM], -3.1%, -25.8%, 0.4%, 3.6%, 56.2µM*
NC(=O)c1ccccc1NC(=O)/C=C/c1ccccc1
  -14.3%, 7.1%, 2.2%, -12.0%, 9.0%, 4.3%, -2.6%, -13.9%, 7.4%
COC(=O)CCC(=O)Nc1sc2c(c1C#N)CCCC2
  -9.9%, 7.1%, 4.3%, -27.2%, -13.0%, -20.8%, -6.4%, -15.1%, 1.1%[57.1 µM]
CN1CCN(C(=O)Cn2c(=O)oc3cc(S(=O)(=O)NCc4ccccc4)ccc32)CC1
  -12.2%, -0.3%, 2.4%, -2.2%, -5.5%, -0.2%, 2.8%, 2.1%, -1.8%
O=C(Cc1ccc(F)cc1)NCc1cccnc1
  -23.4%, 2.1%, -1.3%, -1.7%, 0.6%, 2.3%, 0.3%, -2.7%, 14.9%
CCCCOc1ccc(Cn2c(=O)oc3ccc(C)cc32)cc1
  -13.4%, -2.0%, -0.6%, 5.0%, 5.6%, -5.5%, 2.1%, 4.1%, 11.0%
COc1cccc(C(=O)Nc2c(C)nn(-c3ccccc3)c2C)c1
  -6.7%, 11.3%, 1.2%, -5.7%, -10.6%[57.1 µM], -8.7%, 1.2%, 4.4%, 23.0%[57.1 µM]
Cc1cc(C)c(C)c(C(=O)COC(=O)CNC(=O)CNC(=O)c2ccco2)c1C
  -15.7%, 8.7%, 4.3%, 21.9%, 9.8%[57.1 µM], -16.4%, 0.3%, 8.3%, -1.2%[57.1 µM]
O=C(CNC(=O)OCc1ccccc1)NCC(=O)Oc1ccc([N+](=O)[O-])cc1
  -11.8%, 3.7%, nt, -22.2%, -1.9%, -13.5%, 0.3%, 2.1%, ?
O=C1/C(=C\c2ccco2)SC(=S)N1Cc1ccccc1
  -21.1%, 0.9%, 0.0%, ?, -6.3%, -29.0%, ?, -17.2%, ?
CCCN1C(=O)c2[nH]nc(-c3ccc(F)cc3)c2C1c1ccccn1 (stereo not given)
  -18.7%, nt, -1.0%, -4.5%, 3.1%, -16.0%, nt, nt, 8.9%
CC(=O)Nc1ccc(S(=O)(=O)N2CCCC2C(=O)O)cc1 (stereo not given)
  -11.8%, 0.0%, 3.6%, 8.8%, -7.4%, 17.8%, 0.4%, 3.3%, 12.3%
Cc1c(C(=O)O)oc2ccc(S(=O)(=O)N3CC(C)CC(C)C3)cc12 (stereo not given)
  -15.8%, 1.6%, 0.2%, -4.7%, -9.1%[57.1 µM], -22.8%, 2.1%, 1.4%, 13.0%[57.1 µM]
Cc1cc(NC(=O)CCS(=O)(=O)c2ccc(F)cc2)no1
  -13.4%, 5.7%, -0.8%, 6.2%, -2.6%, -15.7%, 0.1%, 7.8%, 44.7µM*
O=C(NCCc1csc(-c2cccnc2)n1)c1ccccc1Br
  -16.9%, -8.7%, 14.0%, 0.0%, 8.3%, -10.7%, -5.8%, 2.3%, 20.3%
CC1=NN(c2ccccc2)C(=O)/C1=C\c1sccc1C
  -9.8%, 4.6%, -1.3%, 0.0%, -1.4%[57.1 µM], -30.5%, -3.4%, -13.3%, -6.0%[57.1 µM]
CCC1CCCCN1C(=S)NC(=O)c1ccco1 (stereo not given)
  -19.0%, -10.8%, nt, 299.2%[activator], 2.4%, -27.9%, -0.3%, ?, -9.1%
CC(=O)Nc1ccc(NC(=O)C(C)OC(=O)CNC(=O)c2sc3ccccc3c2Cl)cc1 (stereo not given)
  -4.4%, 1.9%, 7.8%, 0.9%, 2.1%, -31.4%, 3.6%, 0.6%, -10.3%
CCCSc1nsc(N)n1
  1.2%, 2.5%, 1.6%, -0.2%, 5.0%[57.1 µM], 18.5%, -0.5%, -0.7%, 4.6%[57.1 µM]
CCCCc1nnc(NC(=O)CN2C(=O)c3ccccc3C2=O)s1
  -6.0%, 0.4%, 2.6%, -7.4%, 1.6%, -15.9%, 1.5%, -1.0%, 11.6%
Cc1cc(C)n2nc(C(=O)Nc3nnc(C4CC4)s3)nc2n1
  9.8%, 6.6%, 0.1%, ?, -2.8%, 14.2%, 0.8%, -2.9%, 4.3%
CCOC(=O)N1CCN(C(=O)C(=O)NN)CC1
  -6.3%, -8.4%, 0.1%, 1.5%, 2.7%[57.1 µM], -1.4%, 1.1%, 5.1%, 7.4%[57.1 µM]
COc1cccc(NC(=S)N2C3CCCC2CC(NC(=O)C2CC2)C3)c1 (stereo not given)
  -11.6%, -1.0%, -0.7%, 2.4%, 0.0%, -11.2%, -0.4%, -6.8%, 5.0%
O=C(NCc1n[nH]c(=S)n1-c1ccc(Br)cc1)c1ccc(S(=O)(=O)N2CCCC2)cc1
  -23.9%, 1.7%, 2.5%, ?, 2.5%, -24.8%, 0.1%, -5.6%, -17.6%
COC(c1ccccc1)c1nc2ccccc2[nH]c1=O (stereo not given)
  -19.7%, 5.3%, -1.0%, -53.8%, 13.6%[57.1 µM], 24.2%, 0.3%, 11.4%, 11.1%[57.1 µM]
C#CCOc1ccc(C2C3=C(CC(C)(C)CC3=O)N(CC(=O)O)C3=C2C(=O)CC(C)(C)C3)cc1
  -28.5%, -9.9%, 9.2%, -1.3%, 288.2%[activator], 23.4%, 0.3%, 1.6%, 42.8%[activator]
Cc1c(CC(=O)N2C[C@H]3C[C@@H](C2)c2cccc(=O)n2C3)c(=O)oc2cc3occ(C(C)(C)C)c3cc12
  17.0%, -3.1%, 4.0%, 9.4%, 2.4%, -3.7%, -0.6%, 2.0%, -21.5%
Nc1c(-c2nn[nH]n2)cnn1-c1cc(Cl)cc(Cl)c1
  -12.7%, 1.2%, 0.5%, ?, 2.7%[57.1 µM], -21.8%, 0.5%, -0.2%, 17.4%[57.1 µM]
COc1ccc(N2CCN(C(=O)C(C)n3c(=O)cc(C(F)(F)F)c4c(C)nn(C)c43)CC2)cc1 (stereo not given)
  -17.2%, -16.2%, 20.2%, -3.5%, -1.0%[57.1 µM], ?, 0.1%, 3.0%, 3.3%[57.1 µM]
COc1ccc(Cl)cc1NC(=O)CN1C(=O)NC2(CCCC2)C1=O
  -26.1%, 9.8%, -0.7%, -16.3%, 10.0%, -27.4%, -0.1%, 1.0%, 46.3%[activator][0.457 µM]
COc1ccc(C2C=C(c3ccccc3)Nc3nc(NC(C)=O)nn32)cc1 (stereo not given)
  -36.8%, -25.4%, -4.2%&-2.1%, ?, -1.7%, 11.9%, -4.4%, -1.9%, 11.9%
CCC(Sc1ccc2nnc(CCNS(=O)(=O)c3ccc(OC)cc3)n2n1)C(=O)OC (stereo not given)
  -17.9%&-7.1%, -6.3%&0.9%, 13.2%&5.6%, 50.6%&-28.3%[activator], 0.2%&-7.0%, 10.8%[56.9 µM], 0.0%&0.5%, 2.6%&5.7%, -12.7%&9.7%
CCOc1cc(-c2noc(N)c2C#N)cc(OCC)c1OCC
  -23.4%, -5.5%, 2.6%, -18.6%, 3.8%[57.1 µM], -19.4%, 1.9%, -5.4%, ?
CCOC(=O)c1ccc(NC(=O)CC2S/C(=N/N=C/c3c[nH]c4ccccc34)NC2=O)cc1 (stereo not given)
  -14.1%, -1.1%, -1.9%, 2.1%, -0.5%, -14.4%, ?, -16.9%, 8.0%
Cc1ccc(C)c(N2CCN(C(=O)Cn3nc(C)c4sc5ccccc5c4c3=O)CC2)c1
  ?, -5.9%, 0.5%, -21.3%, -1.4%, -5.5%, -5.5%, -2.9%, 12.0%
